High-throughput results from PubChem.
TDP43 rescue: rescues yeast growth from TDP-43 toxicity; Potency, µM (doses to about 46.1 µM), inactives show at the top dose growth rescue (activation), hits mostly activators; 1.8% of 410,000 active; TDP-43 expressing yeast growth rescue, BacTiter-Glo, 24 h; AID 652104; note: potency is the fitted concentration of half-maximal effect; % of control where 0% means no effect; nearly all actives have a fitted effect of over 50% in size
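Growth rescue of TDP-43-toxic yeast measured as ATP luminescence (BacTiter-Glo). Cells grown to mid-log in raffinose, induced in galactose at OD600=0.02, exposed to compound 24 hr at 30 deg C.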
EPAC2 antag: EPAC2 (human) antagonism; Q8WZA2; 0.18% of 360,000 active; EPAC2 GEF exchange of Rap1B-BODIPY-GDP, fluorescence; Potency, µM (series often up to 114 µM), for inactives: top-dose activity, negative = inhibition, actives largely listed as inhibitors; note: potency is the fitted concentration of half-maximal effect; % is set by controls: 0 for no effect and ±100 for the full control effect; nearly all actives have a fitted effect of over 45% in size; many of its hits are not listed in these tables
Target sequence (Q8WZA2 whole entry, looked up): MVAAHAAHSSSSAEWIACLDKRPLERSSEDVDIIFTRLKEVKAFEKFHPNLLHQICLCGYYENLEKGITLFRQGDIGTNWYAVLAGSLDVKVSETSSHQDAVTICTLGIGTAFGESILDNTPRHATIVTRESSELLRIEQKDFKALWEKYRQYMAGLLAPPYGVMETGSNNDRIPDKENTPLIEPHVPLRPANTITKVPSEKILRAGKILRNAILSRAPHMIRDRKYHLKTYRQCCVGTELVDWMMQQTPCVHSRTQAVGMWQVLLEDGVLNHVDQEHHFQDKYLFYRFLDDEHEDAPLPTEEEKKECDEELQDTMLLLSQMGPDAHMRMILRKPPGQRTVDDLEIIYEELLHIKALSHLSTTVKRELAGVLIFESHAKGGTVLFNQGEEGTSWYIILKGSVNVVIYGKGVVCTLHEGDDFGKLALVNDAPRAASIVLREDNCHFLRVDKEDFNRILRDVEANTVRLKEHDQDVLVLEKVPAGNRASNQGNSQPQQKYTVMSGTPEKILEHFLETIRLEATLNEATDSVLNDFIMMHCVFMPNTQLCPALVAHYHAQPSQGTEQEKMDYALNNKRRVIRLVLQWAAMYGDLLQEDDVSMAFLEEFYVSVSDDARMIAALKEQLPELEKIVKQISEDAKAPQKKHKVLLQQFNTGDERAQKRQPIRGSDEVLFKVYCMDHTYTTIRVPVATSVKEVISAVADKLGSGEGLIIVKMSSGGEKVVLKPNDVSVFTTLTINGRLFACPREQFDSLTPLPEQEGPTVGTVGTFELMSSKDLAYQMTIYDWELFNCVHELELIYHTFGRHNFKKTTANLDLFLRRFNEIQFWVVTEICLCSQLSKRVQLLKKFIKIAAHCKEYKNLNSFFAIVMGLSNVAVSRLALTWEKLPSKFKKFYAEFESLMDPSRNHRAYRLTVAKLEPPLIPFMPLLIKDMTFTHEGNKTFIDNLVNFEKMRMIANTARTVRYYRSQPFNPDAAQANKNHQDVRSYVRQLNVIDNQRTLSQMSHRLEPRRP
aSyn rescue: inhibitors of alpha-synuclein toxicity in yeast; Potency, µM (doses to about 46.1 µM), inactives show at the top dose growth rescue (activation), actives largely listed as activators; Yeast expressing alpha-synuclein, growth rescue, BacTiter-Glo, 24 h; AID 652106; 0.14% of 370,000 active; note: potency is the fitted concentration of half-maximal effect; % of control where 0% means no effect; nearly all actives have a fitted effect of over 65% in size
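Rescue of yeast growth: cells expressing toxic alpha-synuclein, induced in galactose at OD600 0.02, incubated with compound 24 h at 30 C. ATP luminescence quantified growth; inhibitors of toxicity appear as activators.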
EPAC2 agonist: EPAC2 (human) agonism; Potency, µM (titrated, usually from 154 µM), inactives show top-dose activation, most hits filed as activators; Q8WZA2; 0.079% of 360,000 active; AID 720711; EPAC2 activation, biochemical qHTS; response scale: 100% = 6.5 mM cAMP response; note: potency is the fitted concentration of half-maximal effect; nearly all actives have a fitted effect of over 50% in size
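In this primary screen, activation is scored as increased exchange of BODIPY-GDP from Rap1B by 100 nM EPAC2, with 50 uM GDP as competitor. Signal is normalized to the 6.5 mM cAMP agonist control.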
D3 ag: agonists of human D3 dopamine receptor; P35462; D3R DiscoveRx beta-arrestin cells, luminescence, 90 min; max activation, %; 0.58% of 410,000 active; in the data active = max activation above about 30%; note: 0% is about no effect; mostly tested at two doses, the higher about 12 µM
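Cells at 1500/well, incubated overnight, then treated with pinned compounds (dopamine as control) for 90 min at 37 degrees C. DiscoveRx reagent added for 30 - 60 minutes at room temperature; luminescence read.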
FUS yeast rescue: rescues growth of FUS-expressing yeast. S. cerevisiae FUS-expressing, growth rescue, OD600, 24 h. Potency, µM (highest dose often 76.6 µM), for inactives: at the highest dose growth rescue (activation), most hits filed as activators. 0.24% of 390,000 active. AID 1347120;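 note: potency is the fitted concentration of half-maximal effect; plate controls were DMSO vehicle for no effect and reference control for full effect; nearly all actives have a fitted effect of over 55% in size; some results filed as inactive show a strong effect at the top dose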
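Quantitative HTS measuring growth restoration of FUS-toxic yeast. Galactose-induced cells (OD 0.005) were exposed 24hr at 30C to compounds at several concentrations, then absorbance at 600 nm was recorded.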
D3 antag: D3 dopamine receptor (human) antagonism | P35462 | D3R cells, DiscoveRx beta-arrestin luminescence, antagonist mode; active compounds read low | max response, negative = inhibition, % | 2.5% of 360,000 active | AID 652054; in the data active = max response below about -50%; inconclusive = no clear call, values can overlap the other calls; note: % is set by controls: 0 for no effect and ±100 for the full control effect; mostly tested at two doses, the higher about 12 µM
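Cells expressing the human receptor were seeded at 1500 cells/well, incubated overnight at 37 degrees C in 5% CO2, then exposed to library compounds with dopamine controls for 90 minutes at 37 degrees C before luminescent detection.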
Abeta yeast res: A-beta toxicity reversal in yeast. yeast expressing A-beta42, growth rescue, OD600, 48 h; response scale: 0% DMSO, 100% iron-clioquinol control. Potency, µM (doses to about 46.1 µM), for inactives: top-dose growth rescue, hits mostly activators. 0.063% of 410,000 active. AID 1347071; note: potency is the fitted concentration of half-maximal effect; nearly all actives have a fitted effect of over 55% in size
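Yeast A-beta toxicity model in growth medium with pinned compounds, 48 h at 30 C; growth read as absorbance at 600 nm. Normalized to FeCl3/clioquinol equimolar mix (positive) and DMSO (negative).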
Numbers without * were called inactive; ? = inconclusive; · = not tested or not shown; & = joins results of further samples; [ ] = dose if it differs, or a comment. Unless noted, calls come from the whole dose curve; as a rule, active = well fitted curve in the direction sought with a large enough effect; inconclusive = small, poorly fitted or top-dose-only effect, or another doubt; inactive = no such curve, though single readings can be large; an effect the other way counts as inactive or inconclusive. Not all compounds are listed. The share of hits here may be higher or lower than overall.

Letters – A = TDP43 rescue; B = EPAC2 antag; C = aSyn rescue; D = EPAC2 agonist; E = D3 ag; F = FUS yeast rescue; G = D3 antag; H = Abeta yeast res
C=C(C)Cn1c(SCC(=O)N/N=C/c2ccccc2)nc2ccccc2c1=O
  A: -2%	B: -6%	C: -1%	D: -3%	E: -5	F: ·	G: -24	H: -4%
O=C(COc1ccc(Cl)cc1)N1CCN(S(=O)(=O)c2ccc(Cl)cc2)CC1
  A: -27%	B: 28%	C: 0%	D: -3%	E: 0	F: 19%	G: 14	H: -7%
COC(=O)COC(=O)c1ccc(O)cc1
  A: -4%	B: -1%	C: 0%	D: 2%	E: -13	F: 14%	G: 18	H: -3%
O=C1NC(Cc2ccc(O)cc2)c2nc3ccc(Br)cc3c(=O)n2-c2cc3ccccc3cc21 (stereo not given)
  A: 1%	B: -3%	C: -11%	D: -2%	E: -1	F: ?	G: 12	H: 4%
CCCn1ncc(OC)c(Cl)c1=O
  A: -17%	B: 4%	C: 4%	D: 2%	E: 7	F: 23%	G: 5	H: 7%
Nc1nc(CSC(=S)N2CCCCC2)nc(Nc2ccccc2)n1
  A: ?	B: -17%	C: 5%	D: 15%	E: 1	F: 36%	G: -4	H: ?
COc1ccc(OC)c(CCNC(=O)c2nn(C)c3c2CSc2ccccc2-3)c1
  A: 22µM*	B: ·	C: ·	D: ·	E: 3	F: 38%	G: ·	H: 19%
N#Cc1ccccc1NC(=O)COc1ccccc1C(=O)Nc1ccccc1
  A: 11%	B: -15%	C: 4%&-7%	D: 5%	E: 1	F: -1%	G: -23	H: -3%
Cc1cc(C)c(S(=O)(=O)N(C)CC(=O)NCCN2CCOCC2)c(C)c1
  A: -12%	B: -25%	C: 1%	D: 3%	E: 5	F: 6%	G: -1	H: -5%
NS(=O)(=O)c1ccc(NN=C2CCCCC2)c([N+](=O)[O-])c1
  A: 12%	B: -19%	C: 0%	D: 3%	E: 1	F: ·	G: -17	H: -1%
CCOC(=O)CNC(=O)c1cnn2cccnc12
  A: 31%	B: -1%	C: 3%	D: 5%	E: -8	F: -15%	G: -5	H: 4%
CCC(=O)c1ccc(OCC(=O)OCC(=O)N2c3ccccc3CC2C)cc1 (stereo not given)
  A: 21%	B: -10%	C: 1%	D: 14%	E: 2	F: 16%	G: 9	H: 4%
O=C(CCNC(=O)c1ccco1)Nc1ccccc1
  A: -9%	B: -3%	C: 2%	D: 5%	E: -3	F: 5%	G: -10	H: 4%
O=C(CCn1nnc2ccccc21)Nc1nnc(COc2ccc(F)cc2)s1
  A: 12%	B: 10%	C: -13%	D: -1%	E: 4	F: 32%	G: 39	H: 10%
Cc1cccnc1NC(=O)c1ccc(C(=O)c2ccccc2)cc1
  A: 11%	B: 10%	C: -9%	D: 0%	E: 6	F: 8%	G: 16	H: 9%
COc1ccc(OC)c(NCCN2C(=O)c3ccccc3C2=O)c1
  A: 16%	B: -4%	C: 9%	D: 5%	E: 7	F: 2%	G: 26	H: 2%
CCOC(=O)c1ccc(NC(=O)c2csc3c2CCCC3)cc1
  A: 28%	B: ·	C: ·	D: ·	E: 16	F: 41%	G: ·	H: -9%
CCCn1c(SCC(=O)Nc2cc(Cl)ccc2Cl)n[nH]c1=O
  A: ·	B: -6%	C: 10%	D: 7%	E: 4	F: 25%	G: -2	H: -2%
Cc1cc(C)c2sc(C)[n+](CCCS(=O)(=O)[O-])c2c1
  A: -6%	B: 9%	C: 7%	D: -7%	E: -9	F: 27%	G: -21	H: -15%
COc1ccccc1CN1CC(C(=O)NCCC2=CCCCC2)CCC1=O (stereo not given)
  A: 15%	B: 3%	C: -2%	D: 11%	E: -11	F: 25%	G: 0	H: 2%
CCCCn1nnnc1C(c1ccccc1)N1CCN(Cc2c(F)cccc2Cl)CC1 (stereo not given)
  A: 26%	B: -3%	C: -1%	D: 12%	E: -6	F: 0%	G: ?	H: 15%
O=[N+]([O-])C1=C(Nc2cccc3ccccc23)CS(=O)(=O)C1
  A: -14%	B: 14%	C: -5%	D: 3%	E: 16	F: ?	G: -7	H: 4%
COc1ccc(C(=O)/C=C/Nc2cccc(C)n2)cc1OC
  A: 29%	B: 5%	C: 21%	D: -3%	E: 5	F: -15%	G: 59	H: -1%
Cc1ccc(Cc2nc3ccccc3[nH]2)cc1
  A: 3%	B: -14%	C: 4%	D: -3%	E: 9	F: 8%	G: 5	H: -5%
CSc1cccc(NC(=O)/C=C/c2ccco2)c1
  A: ?	B: 0%	C: -6%	D: 5%	E: -1	F: 8%	G: 6	H: -2%

Single records, from the list above.
Record of COc1ccc(C(=O)/C=C/Nc2cccc(C)n2)cc1OC : TDP43 rescue = 29%; EPAC2 antag = 5%; aSyn rescue = 21%; EPAC2 agonist = -3%; D3 ag = 5; FUS yeast rescue = -15%; D3 antag = 59; Abeta yeast res = -1%
Record of CCCn1c(SCC(=O)Nc2cc(Cl)ccc2Cl)n[nH]c1=O : TDP43 rescue = ·; EPAC2 antag = -6%; aSyn rescue = 10%; EPAC2 agonist = 7%; D3 ag = 4; FUS yeast rescue = 25%; D3 antag = -2; Abeta yeast res = -2%
Record of CCOC(=O)c1ccc(NC(=O)c2csc3c2CCCC3)cc1 : TDP43 rescue = 28%; EPAC2 antag = ·; aSyn rescue = ·; EPAC2 agonist = ·; D3 ag = 16; FUS yeast rescue = 41%; D3 antag = ·; Abeta yeast res = -9%

An excerpt from above, limited to Abeta yeast res.
Compound | Abeta yeast res
COc1ccccc1CN1CC(C(=O)NCCC2=CCCCC2)CCC1=O (stereo not given) | 2%
CCCCn1nnnc1C(c1ccccc1)N1CCN(Cc2c(F)cccc2Cl)CC1 (stereo not given) | 15%

Other entries
Letters – A = TDP43 rescue; B = EPAC2 antag; C = aSyn rescue; D = EPAC2 agonist; E = D3 ag; F = FUS yeast rescue; G = D3 antag; H = Abeta yeast res
CC(CCc1ccccc1)N(C)CC(O)c1cccc([N+](=O)[O-])c1 (stereo not given)
  A: -17%	B: -2%	C: 2%	D: -6%	E: -31	F: 17%	G: -26	H: -6%
CCOc1ccc(S(=O)(=O)NCC(c2ccco2)S(=O)(=O)c2ccc(F)cc2)cc1 (stereo not given)
  A: ?	B: ·	C: ·	D: ·	E: 4	F: 26%	G: ·	H: 4%
Cc1cc(OCC(=O)NCCc2ccc(S(N)(=O)=O)cc2)c2c(C)cc(=O)oc2c1
  A: 20%	B: 7%	C: -2%	D: 6%	E: -1	F: -27%	G: 32	H: 3%
COc1ccc(N=CC2=C(O)CC(c3ccccc3)CC2=O)c(OC)c1 (stereo not given)
  A: -6%	B: -12%	C: -13%	D: 19%	E: -10	F: ·	G: -15	H: -10%
Cc1ccc(CNC(=O)CC(C)S(=O)(=O)c2cc3c(cc2C)NC(=O)CO3)cc1 (stereo not given)
  A: 14%&0%	B: 3%	C: 0%	D: -1%	E: 2&1	F: -13%&-4%	G: 8	H: -3%&2%
COc1cc2c(cc1OC)CN(c1nc(CN3CCOCC3)nc3sc4c(c13)CCCC4)CC2
  A: -9%	B: -8%	C: 10%	D: 14%	E: -5	F: ·	G: 0	H: 5%
Cc1oc(/N=C/c2cccc3ccccc23)c(C#N)c1C
  A: -15%	B: 2%	C: -1%	D: 8%	E: 7	F: 31%	G: 24	H: 9%
COc1ccc(C2=NCCNC(C(F)(F)F)=C2)cc1
  A: -2%	B: -1%	C: 0%	D: 1%	E: -7	F: -1%	G: 2	H: 20%
COc1cccc(CNC(=O)c2cc3n(n2)CCCN(Cc2ccc(C)cc2)C3=O)c1OC
  A: 12%	B: ·	C: ·	D: ·	E: 6	F: 32%	G: ·	H: -1%
Cc1nc2c(-c3ccccc3)c(C)nn2c(C)c1CCC(=O)NCCc1ccccc1
  A: ?	B: ·	C: ·	D: ·	E: 7	F: 13%	G: ·	H: 2%
COc1cccc(C(=O)O[C@H]2[C@H](Cc3ccccc3)NS(=O)(=O)[C@H]3C[C@@H]4C=C[C@]23O4)c1
  A: 1%	B: 1%	C: 8%	D: 4%	E: -4	F: ?	G: -52*	H: -4%
O=C(CCCN=C1NS(=O)(=O)c2ccccc21)OCc1ccc(F)cc1
  A: 7%	B: 0%	C: 0%	D: 1%	E: 0	F: 11%	G: 3	H: 8%
O=[N+]([O-])c1ccc(-n2nncc2-c2ccccc2)cc1
  A: ?	B: 2%	C: 0%	D: 5%	E: -5	F: -2%	G: -19	H: -28%
COc1ccc(CNC(=O)COC(=O)CCc2nc3ccccc3c(=O)[nH]2)cc1
  A: -12%	B: -20%	C: 0%	D: 8%	E: -10	F: 16%	G: 11	H: -6%
C/C(Cl)=C/CSc1nn2c(=O)c3ccccc3nc2s1
  A: ?	B: -2%	C: -9%	D: 3%	E: 0	F: -9%	G: 26	H: -45%[inhibitor]
CCN(CCO)C(=O)C(c1ccccc1)c1ccccc1
  A: 16%	B: 0%	C: -2%	D: 7%	E: 3	F: -6%	G: -16	H: 21%
COC(=O)CSc1nc2cc3c(cc2cc1C)OCO3
  A: ?	B: -3%	C: -36%[inhibitor]	D: 18%	E: -4	F: -5%	G: -14	H: -38%[inhibitor]
CNC(C)c1cc(OC)ccc1OC (stereo not given)
  A: -8%	B: -6%	C: -2%	D: 4%	E: -8	F: 12%	G: ?	H: 8%
O=C(NC(=S)Nc1ccc(N2CCOCC2)cc1)c1cccc(Cl)c1
  A: 16µM*	B: -15%	C: 0%	D: 26%	E: -8	F: 10%	G: ?	H: 20%
O=C(Nc1ccc2c(c1)OCCO2)c1cncc(Br)c1
  A: 0%	B: 2%	C: 4%	D: 0%	E: 0	F: 1%	G: 8	H: ?
Cc1ccc(NC(=O)CN(C)C(=O)CSc2nncn2C)cc1
  A: 14%	B: -3%	C: 1%	D: -3%	E: -3	F: -4%	G: -5	H: -4%
COc1cc(C(=O)OCC(=O)Nc2c(C)n(C)n(-c3ccccc3)c2=O)c([N+](=O)[O-])cc1OC
  A: -1%	B: 3%	C: 0%	D: 12%	E: -13	F: ·	G: -27	H: -12%
CC1Cc2ccccc2N1Cc1nc2scc(-c3cccs3)c2c(=O)[nH]1 (stereo not given)
  A: -5%	B: 16%	C: 2%	D: 1%	E: -3	F: 18%	G: 1	H: -14%
Cc1nc2c(=O)oc3ccccc3c2n1-c1ccccc1
  A: -5%	B: 20%	C: 0%	D: 1%	E: 7	F: 0%	G: 1	H: 2%
CC(NC(=O)CSc1nnc(CC(=O)Nc2ccc(Cl)c(Cl)c2)n1C)c1ccccc1 (stereo not given)
  A: ?	B: 4%	C: 5%	D: -8%	E: 2	F: 14%	G: 21	H: -4%
CC(C)(C)C(=O)NC1CCN(CC(=O)Nc2ccc3c(c2)OCO3)CC1
  A: -21%	B: 3%	C: -1%	D: 10%	E: -6	F: 22%	G: -2	H: -2%
